PTEN del growth – growth suppressors of cells with PTEN tumor suppressor deletion | AID 827 | viability, % at 10 µM | HCT116 PTEN-null viability, CellTiter-Glo, 60 h; active compounds read low | 140,000 tested, 1.2% active;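 active means viability at or below a set limit, 4 SD under the median of all tested compounds, cut at about 3.7% in these data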;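 further: PTEN knockout HCT116 line with beta catenin targeted HCT116 as companion control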
MRP1 act – activates MRP-1; H69AR cells + doxorubicin, viability rescue, CellTiter-Glo; viability increase, % at 10 µM; 140,000 tested, 0.61% active;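 active means viability gain under doxorubicin at or above a set limit, the compound median plus 3 SD, cut at about 4.7% in these data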;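 further: MRP-1 overexpressing cells given doxorubicin 25 µM after compound pretreatment; 18-22 h compound pretreatment then 72 h with doxorubicin before readout; 0% = doxorubicin-only wells and 100% = vehicle-treated cells without doxorubicin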
Measles CPE – protection of cells from measles virus; protection (pct of control), % at 4 µM; Measles virus-infected cells, CPE protection, absorbance; AID 841; 140,000 tested, 1.5% active; in the data active means protection mostly above about 24%, no sharp cut-off; inactive means mostly below about 26%; further: some compounds called inactive have numbers as strong as hits
bCat KO growth – beta-catenin-lacking colon tumor cell growth suppression; HCT116 beta-catenin knockout viability, CellTiter-Glo, 60 h; active compounds read low; viability, % at 10 µM; 140,000 tested, 1.5% active; AID 818;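 active means viability at or under a set limit, the compound median less 4 SD, cut at about 6% in these data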;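 further: 0% = Hyamine 1622 control at 20 µM and 100% = untreated cell control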
E-sel TNF inh – TNF alpha driven E-selectin expression inhibition | inhibition, % at 2 µM | AID 1246 | 120,000 tested, 0.71% active | HUVEC TNFa-induced E-selectin immunofluorescence, high content;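 active means inhibition above the batch mean plus 3 SD, and confirmed as a hit on visual image review, cut at about 43% in these data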;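 further: 0% = TNF-stimulated DMSO wells and 100% = unstimulated control wells; not every result past the cut was called active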
Yeast life ext – extends the lifespan of yeast. 130,000 tested, 0.68% active. S. cerevisiae growth with nicotinamide, OD615; deaD strain in restrictive glucose medium. AID 775. inhibition of the nicotinamide effect, % at 10 µM;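 active means inhibition above a set limit, placed 3 SD over the median of all compounds, cut at about 26% in these data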;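 further: 0% = nicotinamide-treated wells and 100% = cells grown without nicotinamide; some compounds called inactive have numbers as strong as hits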
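Assay system: engineered S. cerevisiae DeaD replicative-lifespan strain, galactose-grown log-phase cells; Buffer or medium: CSMM-D glucose medium, restrictive; Probe or stimulus: nicotinamide 1.5 mM; Compound: single dose 10 µM compound, 0.25% DMSO; Schedule: 4 h preincubation then 48 h treatment at 30 °C; Technique: OD615 measurement.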
NPY Y2 blocker – blocks the human neuropeptide Y Y2 receptor; P49146; NPY-Y2 expressing cells, antagonist mode; inhibition, % at 2.7 µM; 140,000 tested, 0.99% active; in the data active means inhibition above about 17%;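 further: 0% = vehicle with agonist challenge and 100% = reference antagonist with challenge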
Target sequence (P49146 whole entry, looked up): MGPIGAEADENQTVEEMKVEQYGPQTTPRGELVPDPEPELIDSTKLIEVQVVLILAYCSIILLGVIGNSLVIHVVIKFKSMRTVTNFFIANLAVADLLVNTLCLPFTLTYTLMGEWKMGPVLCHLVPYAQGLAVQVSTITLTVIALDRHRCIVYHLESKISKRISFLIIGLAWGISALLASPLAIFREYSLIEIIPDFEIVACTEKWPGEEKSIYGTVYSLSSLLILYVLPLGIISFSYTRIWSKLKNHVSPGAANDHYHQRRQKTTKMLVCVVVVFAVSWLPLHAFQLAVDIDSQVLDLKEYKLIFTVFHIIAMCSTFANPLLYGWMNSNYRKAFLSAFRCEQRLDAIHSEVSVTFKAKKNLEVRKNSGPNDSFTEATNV
BB579 growth dn – reduces growth of yeast BB579 in restrictive medium; S. cerevisiae BB579 growth, OD615, 48 h; inhibition, % at 10 µM; 140,000 tested, 0.51% active;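 active means inhibition above a set limit, 3 SD over the mean compound inhibition, cut at about 44% in these data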; further: inactives centre near -24
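test system = yeast BB579 (DeaD) | buffer or medium = restrictive CSMM-D medium | doses = single compound dose of 10 µM, 0.25% DMSO final | times = 4 h preincubation and 48 h exposure at 30 °C | technique = culture absorbance at 615 nm | benchmarks = amphotericin B 10 µg/mL, positive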
Phagocytosis inh – inhibitors of macrophage phagocytosis; J774A.1 macrophage IgG-bead phagocytosis, imaging; inhibition, % at 5 µM; 110,000 tested, 0.07% active; AID 1029;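 active means inhibition above the mean of the plate negative controls plus 5 SD, cut at about 13% in these data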;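 further: phagocytic index as fraction of beads internalized from green versus red external bead signal; plate controls were DMSO negative control for no effect and cytochalasin-D positive control for full effect; some results beyond the cut were filed as inactive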
GALR2 antag – blocks the human galanin receptor 2; GALR2-expressing cells, antagonist mode; inhibition, % at 4 µM; 140,000 tested, 0.39% active; in the data active means inhibition above about 27%;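 further: cells stimulated with galanin 1-16 at roughly its EC80; 0% = agonist challenge control and 100% = basal control without agonist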
Target sequence (O43603 whole entry, looked up): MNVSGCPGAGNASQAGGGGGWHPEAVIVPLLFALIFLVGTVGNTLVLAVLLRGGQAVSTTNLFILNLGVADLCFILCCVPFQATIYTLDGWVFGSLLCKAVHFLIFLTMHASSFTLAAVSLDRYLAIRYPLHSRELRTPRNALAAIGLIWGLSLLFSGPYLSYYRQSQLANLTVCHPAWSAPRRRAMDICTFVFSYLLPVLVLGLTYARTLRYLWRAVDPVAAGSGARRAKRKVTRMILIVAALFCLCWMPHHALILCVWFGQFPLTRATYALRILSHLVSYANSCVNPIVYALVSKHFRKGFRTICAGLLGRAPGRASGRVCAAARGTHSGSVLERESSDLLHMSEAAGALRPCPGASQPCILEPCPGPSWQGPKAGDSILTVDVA
* hit, by the source's call; / = no result given.

Results follow in this order: PTEN del growth, MRP1 act, Measles CPE, bCat KO growth, E-sel TNF inh, Yeast life ext, NPY Y2 blocker, BB579 growth dn, Phagocytosis inh, GALR2 antag
> O=S(=O)(c1ccc(Cl)c(NC(=S)N/N=C/c2c(F)cccc2F)c1)N1CCOCC1
  69.5, -0.6, 3.2, 59.9, 2.5, -2.6, 16.7, -19.1, -1.7, 9.0
> Cc1ccc(NC(=O)CS(=O)CC(=O)N(c2ccccc2)C(C)C(=O)NC2CCCC2)cc1 (centres undefined)
  103.7, 0.7, 58.6, 87.5, -18.1, -3.6, 0.0, -20.1, -3.3, 17.5
> COc1ccc(-c2nc(C#N)c(N3CCCCCC3)o2)cc1OC
  79.3, 1.5, 2.4, 88.7, /, -8.4, 5.3, -81.2, -0.8, -12.0
> O=C(COc1ccc(OCc2ccccc2)cc1)NC1CCOC1=O (centres undefined)
  95.7, -2.6, 4.0, 93.1, 24.6, -9.8, -0.9, -15.9, /, -5.2
> COc1ccc(C2N3CC4(C)CN2CC(C)(C3)C4O)cc1 (centres undefined)
  93.3, -0.7, 29.6, 95.0, /, -8.3, 4.2, 7.8, 0.0, 6.9
> O=C(NCc1ccccc1)c1noc2c1CCCCC2
  55.5, -4.2, 8.5, 54.5, /, -4.3, 1.7, -38.5, -5.3, 5.7
> Cc1ccc(C2(C)NC(=O)N(CC(=O)c3ccc(Cl)s3)C2=O)cc1 (centres undefined)
  84.0, -0.8, 24.6, 87.6, /, 13.6, 3.8, -17.6, -4.7, -8.2
> COc1ccccc1NC(=O)CC1C(=O)Nc2c1c(=O)n(C)c(=O)n2C (centres undefined)
  89.1, -2.0, 4.4, 80.6, 2.2, -4.8, 3.6, -40.4, 0.8, 13.3
> Cc1nnc(C)n1/N=C/c1ccc(C(C)C)cc1
  96.5, -0.8, 7.1, 85.4, /, 1.3, -1.2, -54.1, -1.5, -8.7
> Cc1ccc(NC2=CC(=O)CCC2)cc1C
  87.0, 0.1, 2.5, 92.8, 11.1, -14.8, 2.3, -9.3, -0.1, -2.9
> Cc1ccc(NC(=O)CN2C(=O)/C(=C3\SC(=S)N(C4CCS(=O)(=O)C4)C3=O)c3ccccc32)cc1 (centres undefined)
  51.6, -5.2, 7.3, 54.4, /, -1.2, -1.0, -46.0, -7.9, 1.3
> CCOC(=O)C1=C(CS(=O)(=O)c2ccccc2)NC(=O)NC1c1ccccc1 (centres undefined)
  90.2, -3.2, 14.0, 88.8, -2.3, -7.3, 0.9, -8.5, 0.0, 8.7
> O=C(CN1C(=O)CCSc2ccccc21)Nc1ccc(F)cc1
  78.3, 0.5, 3.0, 72.1, -16.6, 8.0, -0.1, -32.7, /, 0.2
> O=C(C1=NNCC1c1ccc(Cl)cc1)C1CO1 (centres undefined)
  2.1*, -5.1, 19.3, 2.2*, /, 1.4, 4.1, -15.3, -13.0, 7.5
> Cc1cc(C(=O)O)c(S(C)(=O)=O)s1
  94.8, -2.2, 4.2, 96.6, 3.1, -5.3, 3.8, -15.5, 1.0, 2.4
> CC(C)(C)c1ccc(OCC(=O)NCc2ccco2)cc1
  103.4, -2.1, 9.1, 103.5, /, -23.1, 0.8, -19.0, -0.3, -20.8
> N/C(=N\c1nc2c(c(=O)[nH]1)CCCC2)Nc1ccc(Oc2ccccc2)cc1
  78.1, -0.9, 20.1, 76.1, -3.3, /, 5.6, -54.1, /, -3.4
> CC(C)c1ccc(/C=C/C(=O)NC2CCCCC2)cc1
  94.2, 1.1, 4.7, 90.3, /, -1.8, 9.9, -33.8, -4.9, -1.8
> CC(C)(C)OC(=O)N1CCCC1C(=O)NCCc1ccccc1 (centres undefined)
  94.6, -0.8, 6.6, 88.2, /, -17.7, 4.3, -41.7, /, 6.8
> Nc1nc(Cl)nc2ccc(Br)cc12
  91.9, -2.8, 11.4, 89.5, /, -5.0, -1.4, 2.1, -10.2, -4.5
> O=C(Nc1ccc(N2CCOCC2)c(Cl)c1)c1cccnc1Cl
  106.6, 0.6, 22.5, 96.1, 17.4, /, 2.0, -24.1, /, 4.4
> Cc1cc(C)cc(NC(=O)C(Sc2ncnc3ccccc23)c2ccccc2)c1 (centres undefined)
  64.9, -3.6, 23.9, 63.3, -0.9, 0.9, 5.2, -35.9, 0.3, 3.2
> Cc1noc(/C=C/N(C)C)c1S(=O)(=O)N(C)CC(=O)N1CCc2ccccc21
  88.3, -0.9, 22.4, 86.3, /, 0.9, 2.6, -9.3, -1.4, -11.0
> COc1cccc2c(=O)cn[nH]c12
  101.1, 0.8, 14.1, 95.9, /, -0.4, 0.4, 7.6, -2.1, 7.8
> CC(C)(C)c1ccc(OCc2ccc(C(=O)N/N=C/c3ccc([N+](=O)[O-])cc3)o2)cc1
  68.9, -0.8, 8.0, 66.8, -14.9, -13.5, -1.1, -33.8, -2.3, -5.8
> COc1ccc(-n2ncc3c(NCc4ccccn4)ncnc32)cc1
  102.0, 3.4, 2.3, 100.8, -22.2, -20.7, -2.8, -19.1, -0.6, 12.3
> CCCc1nnc(NC(=O)c2cc(OC)cc(OC)c2)s1
  101.5, -1.5, 22.0, 95.0, /, -8.7, -0.7, -31.7, -0.3, 7.9
> CCOC(=O)C1=C(C)Nc2ccccc2N=C1NC(=O)c1cccc(S(=O)(=O)NCc2ccccc2)c1
  102.8, -0.1, 8.8, 105.1, 26.8, -2.0, 1.2, -84.5, -0.7, -5.8
> COc1ccc(C(=O)N2CCN(c3nc4ccccc4o3)CC2)cc1OC
  72.4, -0.7, 14.0, 74.3, /, -5.8, 1.2, -61.5, -0.5, 22.3
> COc1ccccc1-c1cc(C(=O)NC(C)C)no1
  89.5, -1.7, 7.8, 87.3, -19.1, -13.6, 3.2, -71.0, /, 13.3
> O=C(Nc1ccccc1N1CCOCC1)c1ccccc1[N+](=O)[O-]
  104.5, -3.1, 6.1, 102.5, 53.8, -21.7, 1.3, 4.2, /, -4.2
> COc1ccc(-c2cn[nH]c2-c2ccc(OCc3ccc([N+](=O)[O-])cc3)cc2O)cc1
  35.7, -3.5, 4.7, 51.1, 4.3, -1.3, -0.9, -33.5, -5.2, -3.7
> CCC(=O)Nc1ccccc1C(=O)OCC(=O)c1ccc2ccccc2c1
  87.3, -0.1, 17.1, 82.6, 8.0, -9.6, 12.3, -68.9, -2.0, -0.8
> FC(F)(F)c1cccc(NC(=S)NNC(=S)NCc2ccccc2)c1
  83.6, -3.3, 3.1, 105.2, -18.6, -9.9, 14.9, -10.8, 1.7, -3.3
> CCOc1ccc(NC(=O)c2cc3n(n2)C(C(F)(F)F)CC(c2ccco2)N3)cc1 (centres undefined)
  93.3, -1.9, 3.4, 72.2, -30.4, -6.2, -0.8, -44.6, 0.0, -0.1
> c1ccc(Nc2c(-c3ccco3)nc3ccccn23)cc1
  65.1, -2.7, 21.8, 64.0, 3.1, 7.8, 4.2, -39.9, -2.9, 3.6
> CCCOC(=O)c1ccc(Nc2nc(C)cc(=O)[nH]2)cc1
  94.5, -0.1, 16.9, 94.4, 47.5, -14.2, 0.0, -41.7, 0.8, 12.0
> CSC1=NC(C)(C)CC2(C)Nc3ccccc3N12 (centres undefined)
  32.2, -2.0, 18.2*, 16.1, -3.1, 9.8, 3.0, -51.6, -4.6, 14.1
> CCOC(=O)c1sc(NC(=O)Nc2cccc(Cl)c2)cc1C
  2.4*, -4.9, 1.9, 3.6*, /, 3.2, -3.0, -54.1, -7.5, 8.8
> CCOC(=O)c1ccc(N2CN=C3SCC(=O)N3C2)cc1
  99.1, 5.8*, 3.6, 87.9, 2.2, -19.7, -0.4, -6.8, 2.3, 10.5
> CCS(=O)(=O)Nc1ccc(-c2nnc(SCC(=O)c3ccc(NC(C)=O)c(OC)c3)o2)cc1
  94.7, -3.5, 4.3, 88.3, -7.0, -12.7, -0.7, -24.2, 0.9, -4.8
> CCn1c(SCC(=O)NCc2ccccc2)nc2ccccc2c1=O
  96.5, -2.5, 2.9, 89.9, 21.9, -0.5, 3.7, -25.4, 0.4, 3.7
> O=C1CSC(c2cccnc2)N1C1CCCCC1 (centres undefined)
  105.5, 0.8, 8.2, 93.6, -6.0, -12.0, 1.1, -3.4, /, 2.0
> CCNC(=S)Nc1ccc2cn[nH]c2c1
  106.6, -1.2, 0.4, 89.9, /, 8.8, 2.1, -7.3, -15.0, -6.0
> O=C(CSc1nc2cccnc2n1Cc1ccccc1)N1CCCC1
  92.5, -3.9, -1.2, 94.4, -18.5, -4.0, 3.5, 2.0, /, 0.7
> COc1cc2cc3c(N)c(C(=O)NCc4ccco4)sc3nc2cc1OC
  49.8, -1.9, 5.4, 59.1, 30.2, -13.1, -1.3, -50.9, 0.0, 7.0
> COc1ccccc1NC(=S)N1CCC(c2nc3ccccc3o2)CC1
  97.8, 0.4, 14.1, 94.8, /, -2.4, 4.8, -29.3, -5.8, 0.5
> CCN(CC)CCOC(=O)c1c(C)oc2ccc(OC)cc12
  94.7, -2.4, 20.1, 85.6, 35.8, -7.1, 7.7, 11.2, 0.1, -3.1
> COCC(C)NS(=O)(=O)c1ccc(C)cc1 (centres undefined)
  92.9, 0.0, 10.9, 101.8, -3.7, 7.6, 1.2, -21.6, -0.8, -5.5
> O=C(N/N=C/C=C/c1ccccc1)c1cc2c(ccc3ccccc32)o1
  60.8, -1.7, 3.6, 59.8, 23.3, -16.9, 7.4, -34.8, /, 3.4
> CC(=O)Nc1ccc(S(=O)(=O)N2CCCc3ccccc32)cc1
  26.9, -2.5, 9.0, 22.6, -27.7, 0.3, 1.3, -38.3, -1.2, -0.8
> Cc1cc(C)n(C(=O)c2cc3sccc3[nH]2)n1
  93.3, -0.7, 12.8, 87.4, 5.8, -12.4, 1.3, 15.0, -1.6, 6.7

Screening data as filed in PubChem BioAssay.
